High-throughput results: PubChem, National Center for Advancing Translational Sciences (NCATS)
JMJD2A Tudor inh – JMJD2A Tudor domain (human) inhibition. O75164. AlphaScreen JMJD2A-Tudor / H3K4me3 peptide binding. Potency, µM (series often up to 114 µM), for the others: at the highest dose activity change, negative = inhibition, hits mostly inhibitors. 390,000 tested, 4.4% active. AID 504339; note: % is set by controls: 0 for no effect and ±100 for the full control effect; nearly all actives have a fitted effect of over 50% in size
ERG Ets-DNA blk – ERG Ets/DNA interaction inhibition. P11308. fluorescence polarization, His-ERG Ets domain / labelled DNA. Potency, µM (highest dose often 76.9 µM), without a hit: top-dose FP activity, negative = inhibition, most hits filed as inhibitors. 370,000 tested, 0.028% active. AID 624246; active = well fitted inhibition curve with a large enough effect in the polarisation, with a control signal flat; inconclusive = small, poorly fitted or top-dose-only effect, or effect the other way, or a change in a side signal; inactive = no such curve, though single readings can be large or run the other way; the % refers to the polarisation;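 note: polarization taken with two DNA probes labelled with fluorescein and Texas red; % of control where 0% means no effect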
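His-tagged ERG Ets domain (1 uM in the protein solution; 300mM KCl, 50mM Tris-HCl, 1mM EDTA, 1mM DTT, pH 7.5) received compound, then a probe mix of 5 nM fluorescein-DNA and 100nM Texas-615-DNA. Fluorescence polarization was read for both dyes.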
Tb PGK inh – inhibitors of T. brucei phosphoglycerate kinase | P07378 | PGK/GAPDH coupled, Kinase-Glo luminescence, 60 min | Potency, µM (top dose mostly 57.5 µM), without a hit: at the top dose activity change, negative = inhibition, actives largely listed as inhibitors | 380,000 tested, 0.043% active | AID 602233; note: % is set by controls: 0 for no effect and ±100 for the full control effect; nearly all actives have a fitted effect of over 60% in size
Target sequence (P07378 whole entry, looked up): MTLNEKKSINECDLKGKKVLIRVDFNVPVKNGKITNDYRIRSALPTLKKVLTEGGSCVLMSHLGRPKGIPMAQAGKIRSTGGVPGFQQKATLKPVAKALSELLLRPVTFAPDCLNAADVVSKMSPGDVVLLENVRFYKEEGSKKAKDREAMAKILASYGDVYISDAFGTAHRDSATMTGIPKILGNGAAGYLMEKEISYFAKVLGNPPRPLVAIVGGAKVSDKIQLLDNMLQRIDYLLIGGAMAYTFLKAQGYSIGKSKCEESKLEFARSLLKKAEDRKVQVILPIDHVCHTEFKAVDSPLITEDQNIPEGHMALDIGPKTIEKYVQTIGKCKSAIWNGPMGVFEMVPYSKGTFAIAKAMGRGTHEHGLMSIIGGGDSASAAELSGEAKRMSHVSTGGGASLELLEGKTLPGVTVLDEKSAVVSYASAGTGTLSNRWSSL
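Luminescent ATP detection (Kinase-Glo Plus) follows a 60-minute room-temperature incubation, with wells lacking PGK as controls. Buffer: 100 mM TEA (pH 7.6), 5 mM MgCl2, 0.01% Tween-20. Coupling enzyme GAPDH (100 nM final) supplies unstable 1,3-BPG in-well.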
RGS4 inhibitor – blocks human RGS4-accelerated GTP hydrolysis. Transcreener GDP fluorescence polarization, RGS4-accelerated GTP hydrolysis. AID 504845. 390,000 tested, 0.039% active. Potency, µM (series often up to 114 µM), without a hit: top-dose activity change, negative = inhibition, most hits filed as inhibitors; note: % is set by controls: 0 for no effect and ±100 for the full control effect; nearly all actives have a fitted effect of over 75% in size; some results filed as inactive show a strong effect at the top dose
Target sequence (P49798 whole entry, looked up): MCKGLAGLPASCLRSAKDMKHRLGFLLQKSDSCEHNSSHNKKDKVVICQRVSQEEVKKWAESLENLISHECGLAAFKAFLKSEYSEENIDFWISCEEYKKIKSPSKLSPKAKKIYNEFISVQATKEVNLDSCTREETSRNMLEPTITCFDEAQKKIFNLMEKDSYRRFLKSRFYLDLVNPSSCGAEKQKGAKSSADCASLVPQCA
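MLSMR compounds (23 nl, pin-transferred) preincubated 10 min at room temperature with a 500nM (2x) first reagent, then RGS4 at 900nM (2x) plus Transcreener GDP mix added; fluorescence polarization (620/688 nm) read before and after 90 min at 30 °C.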
HP1b binding inh – HP1-beta chromodomain-methylated histone interaction inhibition. P83916. AlphaScreen HP1-beta / biotin-H3K9me3 peptide binding. Potency, µM (top dose mostly 114 µM), inactives show top-dose activity change, negative = inhibition, actives largely listed as inhibitors. 390,000 tested, 0.56% active. AID 540317; note: nearly all actives have a fitted effect of over 70% in size; inactives centre near 23
Target sequence (P83916 whole entry, looked up): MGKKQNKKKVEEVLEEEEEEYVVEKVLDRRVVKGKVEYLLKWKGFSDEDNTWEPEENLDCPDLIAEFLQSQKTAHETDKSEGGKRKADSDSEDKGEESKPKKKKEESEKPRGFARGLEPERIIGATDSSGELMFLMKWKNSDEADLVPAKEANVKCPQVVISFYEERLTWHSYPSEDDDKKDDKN
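AlphaScreen: HP1-beta (50 nM) preformed 30 min with biotin-H3(1-18)K9me3 peptide (50 nM) in PBS pH 7.4, 0.01% Tween-20. Compound added for 30 min at RT, then streptavidin donor/nickel chelate acceptor beads (10 ug/mL) for 30 min.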
12-LOX inh – blocks human arachidonate 12S-lipoxygenase. Potency, µM (highest dose often 108 µM), without a hit: at the top dose activity change, negative = inhibition, actives largely listed as inhibitors. AID 1671190. 580,000 tested, 1.1% active. purified 12hLO, xylenol orange hydroperoxide absorbance; note: % is set by controls: 0 for no effect and ±100 for the full control effect
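Hydroperoxide product was detected by ferrous iron/xylenol orange as the 573 to 405 nm absorbance ratio. Arachidonic acid at 40 uM (final) was turned over for 30 min at room temperature by 150 nM human 12hLO, pH 7.0 Hepes buffer, after 15 min compound preincubation.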
rTrxR1 inhibitor – blocks rat thioredoxin reductase 1. recombinant rTrxR1, NADPH fluorescence consumption, selenite substrate. Potency, µM (titrated, usually from 114 µM), for inactives: at the top dose activity change, negative = inhibition, actives largely listed as inhibitors. 390,000 tested, 1% active. AID 588453; note: % is set by controls: 0 for no effect and ±100 for the full control effect; nearly all actives have a fitted effect of over 65% in size
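Rat TrxR1 (90 nM in the dispensed reagent) was pre-reduced with 400 uM NADPH for 5 min at room temperature, then incubated with compound for 15 min. After 400 uM selenite was added, NADPH fluorescence (Ex 340/Em 450 nm) was followed for 8 min.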
GLS inh – inhibitors of human glutaminase (GLS) | O94925 | GLS enzymatic activity, qHTS titration | Potency, µM (titrated, usually from 45.5 µM), for inactives: top-dose activity change, negative = inhibition, most hits filed as inhibitors | 410,000 tested, 0.21% active; note: % is set by controls: 0 for no effect and ±100 for the full control effect
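Read-out is an Amplex red fluorescence increase coupled through glutamate oxidase and HRP, measured before and after 30 min room-temperature incubation. hKGA is in 45 mM KH2PO4 (pH 8.2) with 0.02% Tween-20; glutamine added as 1mM solution.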
Pin1 inhibitor – human Pin1 inhibition. Q13526. Pin1 FP peptide displacement, HiFluor488, 10 min. Potency, µM (doses to about 115 µM), for inactives: at the top dose activity, negative = inhibition, most hits filed as inhibitors. 390,000 tested, 0.009% active. AID 504891; active = well fitted inhibition curve with a large enough effect in the polarisation, with a control signal flat, not every such curve was filed as active; inconclusive = small, poorly fitted or top-dose-only effect, or effect the other way, or a change in a side signal; inactive = no such curve, though single readings can be large or run the other way; the % refers to the polarisation; note: % is set by controls: 0 for no effect and ±100 for the full control effect
Target sequence (Q13526 whole entry, looked up): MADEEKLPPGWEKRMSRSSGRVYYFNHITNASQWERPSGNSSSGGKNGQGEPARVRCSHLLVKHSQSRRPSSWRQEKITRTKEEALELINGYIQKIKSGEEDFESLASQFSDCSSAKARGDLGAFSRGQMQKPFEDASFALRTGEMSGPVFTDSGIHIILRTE
* marks the source's active call; other numbers are inactive results; i = inactive; ? = inconclusive; · = no result given; & = joins results of further samples; [ ] = dose if it differs, or a comment. Unless noted, calls come from the whole dose curve; as a rule, active = well fitted curve in the direction sought with a large enough effect; inconclusive = small, poorly fitted or top-dose-only effect, or another doubt; inactive = no such curve, though single readings can be large; an effect the other way counts as inactive or inconclusive. Potency is the fitted concentration of half-maximal effect. Some of the compounds tested (hit frequency here may not be typical).

HP1b binding inh	rTrxR1 inhibitor	RGS4 inhibitor	12-LOX inh	Tb PGK inh	ERG Ets-DNA blk	Pin1 inhibitor	GLS inh	JMJD2A Tudor inh	mol
25%	21%	-20%	-15%	-3%	19%	0%	-1%	-18%	O=C(CCC1CCCN(c2ncccn2)C1)N1CCN(c2ccccn2)CC1 (stereo unspecified)
?	-3%	-5%	·	-5%	-4%	-1%	-9%	56µM*	CC(=O)N(Cc1ccc(F)cc1)C1=C(NCc2ccccc2)C(=O)c2ccccc2C1=O
25%	-5%	14%	1%	4%	0%	2%	6%	-20%	CC(=O)c1cc(CN2CCN(Cc3ccccc3)C(CCO)C2)cs1 (stereo unspecified)
8%	4%	8%	-29%	2%	5%	4%	4%	-34%	COc1ccc(OC)c(-c2csc(NC(=O)C3=COCCO3)n2)c1
31%	-13%	10%	8%	-7%	-2%	-1%	7%	-20%	Cn1nccc1C(=O)Nn1cnnc1
54%[activator]	?	-20%	?	-9%	-13%	?	-2%	-5%	Cc1nnc(N2C(=O)c3cccc4c([N+](=O)[O-])ccc(c34)C2=O)s1
37%	13%	1%	414%[activator]	-8%	6%	3%	-2%	-7%	COc1ccc(CC(=O)O/N=C(\N)c2ccncc2)cc1
33%	11%[57.1 µM]	-2%	2%	-2%	3%	-3%	-16%	-7%	Cc1ccccc1CSc1nnc(C)c(=O)n1N
35%	-4%[57.1 µM]	9%	14%[57.4 µM]	7%	1%	-3%	1%	-11%	O=C(CSc1cn(CCNC(=O)c2cccs2)c2ccccc12)NC1CCCC1
?	-10%	?	-27%	-6%	-2%	-2%	?	16µM*	CC1C=CCC2C(=O)N(c3ccc(Cl)cc3O)C(=O)C12 (stereo unspecified)
8%	-3%	5%	10%	-9%	0%	0%	10%	-12%	CCN1CCN(C(=O)c2ccc(CS(=O)(=O)Cc3ccccc3F)o2)CC1
28%	13%	-3%	-11%	0%	-5%	9%	0%	-17%	CCOC(=O)C(C)(C)C(=O)C(C)(C)C(O)c1ccccn1 (stereo unspecified)
9%	-2%	11%	-16%	-8%	-9%	13%	1%	-12%	CCOC(=O)N1CCC(n2c(SCC(=O)Nc3nccs3)nc3ccsc3c2=O)CC1
35%	0%	29%	10%	2%	8%	9%	3%	-16%	CCCCCCn1cnc2c(oc3nc4c(cc32)CCCC4)c1=O
30%	14%	10%	-16%	4%	0%	3%	4%	1%	Cn1c(CN2CCOCC2)c(C#N)c2ccccc21
16%	15%	-11%	-4%	i	-1%	9%	4%	-24%	COc1cccc(NC(=O)c2cc([N+](=O)[O-])ccc2N2CCN(C)CC2)c1
-2%	8%	-7%	-19%	-6%	1%	23%	6%	?	Cc1ccccc1N=C1SC(CC(=O)Nc2ccc3ccccc3c2)C(=O)N1Cc1ccccn1 (stereo unspecified)
8%	13%	-24%	4%	-6%	0%	-1%	7%	-15%	CC(C)Cc1nnc(NS(=O)(=O)Cc2ccccc2)s1
12%	20%[57.1 µM]	-7%	?	-4%	16%	-1%	9%	-12%	CNC(=O)c1nn(-c2ccccc2)ccc1=O
8%	35%	-1%	-16%	-6%	-1%	-1%	5%	-35%	Cc1ccc(NC(=O)C(C)Sc2nc3c(c(=O)[nH]2)CCCC3)cc1Cl (stereo unspecified)
5%	15%[57.1 µM]	-24%	?	-6%	-5%	-11%	2%	-11%	Cc1ccc(S(=O)(=O)N(CCO)c2cc3c(s2)CCCC3)cc1
19%&52%	10%	15%&-4%	-2%	-6%	-16%	-5%&-2%	2%	0%&-7%	O=S(=O)(NCc1ccccc1)c1ccccc1Br
21%	-3%	10%	?	8%	3%	-7%	21%	-9%	Cc1cc(Br)ccc1NC(=O)CN(C)C(=O)CNC(=O)Cc1ccccc1
1%	7%[57.1 µM]	-14%	0%	-3%	2%	-2%	6%	-14%	CCNC(=O)NC(=O)C(C)Sc1nc2cc(C(=O)OC)ccc2c(=O)n1-c1ccccc1 (stereo unspecified)
-24%	1%[11.4 µM]	?	-8%	1%	-4%[15.4 µM]	-3%	?	13µM*	Cc1nnc(SCc2ccc([N+](=O)[O-])cc2)o1
28%	-12%	7%	8%	-8%	·	5%	8%	-1%	CCCCN1C(=O)Nc2ccccc2S1=O (stereo unspecified)
-36%	-8%	-18%	-17%	-8%	1%	0%	13%	?	Cc1c(CNCCCc2ccccc2)c(C(=O)O)c(C)n1Cc1cccc(Cl)c1
13%	-12%	-26%	-10%	0%	10%	-7%	-9%	-12%	CN(C)CCCN(C(=O)CCc1ccccc1)c1nc2ccc(F)cc2s1
-5%	21%[57.1 µM]	-32%[11.4 µM]	-2%	-3%	-6%	-6%	-6%	19%[11.4 µM]	Cc1nnc(N2CCc3ccccc3C2)[nH]c1=O
15%	-5%[57.1 µM]	28%	-6%	1%	-4%	4%	8%	-16%	Cc1ccc(C)c(C(=O)Nc2cc(C)nn2-c2nc(C)cc(C)n2)c1
36%[activator]	3%	5%	-47%	-7%	0%	11%	1%	8%	CCN(C(=O)CN1CCCCC1)c1c(N)n(Cc2ccccc2)c(=O)[nH]c1=O
31%	12%[57.1 µM]	8%	141%[activator]	-4%	8%	0%	2%	-4%	COc1ccc(C(=O)c2c[nH]c(C(=O)NCc3cccnc3)c2)cc1
36%	22%	-24%	0%	7%	10%	32%[activator]	-4%	3%	Cc1ccc(-n2c(=O)c3oc4ccccc4c3n(CC(=O)Nc3ccc(F)c(Cl)c3)c2=O)cc1C
?	28%	10%	2%	-11%	2%	-7%	-7%	32µM*	COc1cc(-c2nc3ccc(Cl)cn3c2Nc2ccc3c(c2)OCO3)ccc1O
18%	27%	-8%	-1%	-1%	-3%	-5%	1%	4%	O=C(Nc1ccc(S(=O)(=O)N2CCCCC2)cc1)c1ccccc1F
-8%	11%[57.1 µM]	-6%	-4%	-9%	3%	1%	3%	-14%	CCN(CC(=O)NCc1ccc(F)cc1)C(=O)c1ccc(C(=O)c2ccccc2)cc1
32%	6%	-36%	5%	-7%	10%	12%	-2%	-14%	COc1cc(C(=S)N2CCOCC2)ccc1OS(=O)(=O)c1ccc(Cl)cc1
22%	17%	6%	162%[activator]	-2%	1%	2%	-2%	-23%	CC1CCN(S(=O)(=O)c2ccc3nc(-c4ccccn4)cc(C(=O)NCCN(C)Cc4ccccc4)c3c2)CC1
52%[activator]	13%	6%	0%	-2%	15%	0%	-4%	-10%	CCO[C@@H]1OC(C(=O)N2CCOCC2)=C[C@H](c2ccccc2)[C@H]1CCCO
10%	6%[57.1 µM]	15%	-3%	-2%	-1%	2%	0%	-3%	CCOP(C)(=O)C1(C(=O)OCc2ccccc2)CC1 (stereo unspecified)
6%	3%[57.1 µM]	-11%[11.4 µM]	?	i	-3%	1%	61%[activator]	-28%[11.4 µM]	O=C(CN1CC(=O)Oc2ccccc21)NCc1ccco1
22%	24%	-13%	-27%	-3%	-3%	-4%	10%	-18%	CCN(CC(=O)NCc1cccs1)C(=O)c1cccc(S(=O)(=O)Nc2ccc(F)cc2)c1
-10%	10%	10%	-48%	3%	10%	-3%	1%	?	Cn1c(=O)n(C)c2cc(N3CCCCC3)c(NC(=O)c3c(F)cccc3F)cc21
42%[activator]	18%[57.1 µM]	-18%	17%	-3%	7%	3%	1%	7%	CCOC(=O)C1(Cc2cccc(OC)c2)CCCN(C(=O)c2cc(C)[nH]n2)C1 (stereo unspecified)
3%	7%	-9%	5%	1%	-5%	4%	3%	-30%	Cc1sc2ncnc(N3CCC(C(=O)N(C)CC(=O)Nc4ccccc4Br)CC3)c2c1C
-16%	24%	4%	?	-3%	8%	-1%	0%	50µM*	COc1ccc(CN2C(=O)c3cccnc3C2Nc2ccc(OC)c(Cl)c2)cc1 (stereo unspecified)
46%[activator]	8%	-4%	-11%	i	-4%	-7%	-12%	-8%	CCOC(=O)c1cccc(NC(=O)CCc2c(C)nc3c4cccnc4nn3c2C)c1
25%	17%[57.1 µM]	-26%	-20%	i	7%	-1%	4%	-25%	COC(=O)c1ccc(OCC(O)CN(CCO)CC(O)Cn2ccc3ccccc32)cc1 (stereo unspecified)
7%	5%[57.1 µM]	7%	1%	1%	-1%	7%	6%	-2%	N#Cc1cc(C(=O)c2ccccc2OCC(=O)Nc2ccccc2)cn(C2CCCCC2)c1=O
23%	16%	19%	?	3%	-10%	-6%	4%	-6%	O=C(CSc1ccccc1C(=O)O)Nc1ccc2c(c1)OCO2
49%[activator]	3%	-6%	-25%	i	0%	-6%	-3%	3%	Cc1cccc(C(C)C)c1NC(=O)c1ccc2c(c1)CCN2S(C)(=O)=O
